Screening results deposited in PubChem by National Center for Advancing Translational Sciences (NCATS).
Tb PYK inh = blocks Trypanosoma brucei pyruvate kinase. Q57TT1. TbPYK enzyme, Kinase-Glo Plus ATP luminescence, 45 min. Potency, µM (doses to about 76.8 µM), for the others: at the highest dose activity, negative = inhibition, usual class: inhibitors. 410,000 tested, 0.12% active. AID 624173; active = well fitted inhibition curve with a large enough effect; also: nearly all actives have a fitted effect of over 50% in size
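TbPYK + substrate in 50 mM TEA pH 7.2, 100 mM KCl, 10 mM MgCl2, 0.05% BSA, 0.01% Tween-20; cpd pinned; ADP 130 uM final; 45 min RT; Kinase-Glo Plus 10 min; luminescence endpoint.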
The depositor's hits bear a star; [ ] = dose if it differs, or a comment. % is scaled to controls: 0 for no effect and ±100 for the full control effect; potency is read from the fitted curve at half-maximal effect. This is a subset; count on the stated rates, not on these rows.

SMILES	Tb PYK inh
Cc1ccccc1CN1C(=O)c2ccccc2C1c1nnnn1C(C)C (stereo unspecified)	2%
Cc1cc(C)c2sc(NC(=O)c3ccc(S(=O)(=O)N4CCOCC4)cc3)nc2c1	2%
N#Cc1nc(COc2cccc(Cl)c2)oc1NCCc1ccccc1	-5%
O=C(c1cccc(-c2cccc3nccn23)c1)N1CCOCC1	-2%
COc1ccc2c(c1)NC(c1ccc(OCC(C)C)cc1)=NC(c1ccncc1)=N2	2%
Cn1c(Oc2cccc(Cl)c2)nc2c1c(=O)n(Cc1ccccc1Cl)c(=O)n2C	3%
c1ccc(CN2CCCC3(CCNCC3)C2)cc1	4%
O=c1[nH]cc(C=NNc2ccccc2)c(=O)[nH]1	0%
CCOc1ccc(NC(=O)CSc2nc3ccccc3c(=O)n2CCC(=O)NC2CCCCC2)cc1	0%
CC(=O)c1cc(C(=O)Nc2cc(C)cc(C)c2)c2ccccn12	-3%
COc1ccc(-c2c(C#N)c(SCC(=O)Nc3ccccc3C)nc(C)c2C(=O)Nc2ccc(Cl)cc2)cc1	2%
O=S(=O)(c1ccccc1)N1CCC2(CCN(c3ccncc3)CC2)CC1	-14%
CCOc1ccccc1NC(=O)CCS(=O)(=O)c1ccc2c(c1)oc(=O)n2C	10%
CCOc1ccc(CCNC(=O)Cn2nnc(-c3ccc(C(F)(F)F)cc3)n2)cc1OCC	1%
Cc1ccc(C(=O)CSc2nc(C)cc(C)c2C(=O)Nc2cccc(C)c2)cc1	0%
CCC(=O)N1CCc2cc(Br)cc(S(=O)(=O)CCC(=O)NCc3ccc(F)cc3)c21	1%
Cn1nc(C(=O)Nc2ccccc2C#N)c2c1-c1ccccc1SC2	1%
COc1ccccc1Nc1c2c(nc3ccc(NC(=O)c4ccc(OC)c(OC)c4)cc13)CCCC2	6%
O=C1CCCc2cc(S(=O)(=O)NCC3CCC(C(=O)Nc4ccccc4F)CC3)ccc2N1 (stereo unspecified)	-9%
CCn1cc(S(=O)(=O)c2ccc(C)cc2C)c(=O)c2cc(F)c(N3CCCC3)cc21	-5%
O=C(NCc1cccc(F)c1)c1[nH]c(C(F)(F)F)nc1-c1ccccc1	6%
CCSc1ncc(Cl)c(C(=O)Nc2ccc(S(=O)(=O)N3CCCCC3CC)cc2)n1 (stereo unspecified)	-3%
c1coc(CN2Cc3ccccc3-n3nncc3C2)c1	-1%
COCCNC(=O)C1(C)CCCN(C(=O)Cc2ccc3ccccc3c2)C1 (stereo unspecified)	-5%
CCN(CC)c1cc(C)c2cc(NC(=O)c3cc(OC)cc(OC)c3)ccc2n1	-2%
COc1cccc(NC(=O)Nc2nnc([C@H]3C[C@H](O)[C@@H](CO)O3)s2)c1	-11%
Cc1ccc(CNC(=O)CCNS(=O)(=O)c2ccc3c(c2)oc(=O)n3C)cc1	1%
COc1ccc(NC(=O)C2c3ccccc3OCC(=O)N2C2CC2)cc1 (stereo unspecified)	1%
CCc1ccc(-n2c(=O)c3cccnc3n2CC(=O)N(CC)c2cccc(C)c2)cc1	1%
Cc1ccc(C2=Nc3ccccc3N(CC(=O)NCc3ccccc3Cl)C(=O)C2)cc1C	-1%
Cc1cccc(NC(=O)c2sc(-n3nc(C)c(CCC(C)C)c3C)nc2C)c1C	4%
O=C(Nc1cccc2c1CCCC2)c1cc(C2CCCCN2C(=O)CCCc2ccccc2)on1 (stereo unspecified)	2%
C#Cc1cc(N2CCN(C(=O)c3ccoc3)CC2)n2nc(-c3cccc(Cl)c3)cc2n1	-2%
COC(=O)C1=C(c2ccc(OCc3ccccc3)cc2)C[C@@H]2CC[C@H]1N2C(=O)NCc1ccc(Cl)cc1	0%
CCOC(=O)C(=O)Nc1nnc2n1CCS2	2%
COc1ccccc1NC(=O)Cn1c(=O)n(CCCCCC(=O)NCc2ccccc2)c(=O)c2sccc21	2%
Cc1c(C(=O)N2CCCC2)oc2c1-c1nn(CC(=O)NC(C)c3ccccc3)cc1CC2 (stereo unspecified)	-1%
CCn1c(=O)c2cc(C(=O)NCCc3ccc(Cl)cc3)sc2c2ccccc21	3%
Cn1cc(-c2coc3c(C(=O)NCc4cccs4)cccc23)cn1	4%
Cc1ccc(CNC(=O)CCc2nc3cccnc3n2Cc2ccccc2)cc1	1%
Cc1ccc(CN(Cc2ccco2)C(=O)COc2cc(C)c(Cl)c(C)c2)cc1	4%
CCCCN(CCCC)CCCNC(=O)c1cc(-c2ccc(Cl)s2)nc2ccccc12	3%
Cc1nc2cccnc2n1C1CCN(C(=O)Nc2ccc(Cl)cc2)CC1	1%
CC1(C(=O)NS(=O)(=O)c2ccc(F)cc2F)CCN1C(=O)C1(c2ccc(Cl)cc2)CC1 (stereo unspecified)	-1%
COc1ccc(C(=O)N2CCCC(CO)C2)cc1OC1CCN(C(C)C)CC1 (stereo unspecified)	-8%
COc1cc2oc(=O)cc(CN3CCCCC3)c2cc1Cl	-2%
Cc1cccc(OCC(=O)Nc2ccc(-c3nc4ccccc4o3)cc2)c1C	5%
O=C(Nc1cccc(C(F)(F)F)c1)C1CCCN(S(=O)(=O)c2cccc3nonc23)C1 (stereo unspecified)	2%
O=C(NCC(c1cccnc1)N1CCc2ccccc2C1)C(=O)Nc1ccc(F)cc1F (stereo unspecified)	0%
CCOC(=O)c1c(S(=O)(=O)N2CCCC(C(=O)NCc3ccccc3OC)C2)c(C)n(C)c1C (stereo unspecified)	0%
Cc1ccc(C)c(Cn2c(=O)cc(C)c3c(C)nn(-c4cccc(F)c4)c32)c1	2%
COc1ccccc1-n1c(=O)c2c3c(sc2n(Cc2ccccc2F)c1=O)CN(C(C)=O)CC3	3%
COc1ccc(Nc2c3c(nc4ccc(NC(=O)/C=C/c5cc(OC)c(OC)c(OC)c5)cc24)CCCC3)cc1OC	-5%
COc1cc(OC)cc(-c2nc3n(n2)C(c2ccccc2)C(C(N)=O)=C(C)N3)c1 (stereo unspecified)	3%
CC(C)C(=O)Nc1ccc2nc(SCC(=O)N3CCc4ccccc43)sc2c1	3%
CCc1nc2c(OCc3ccccc3C(=O)OC)cccn2c1N(C)C(=O)c1cccs1	0%
Cc1ccc(S(=O)(=O)c2cn(CC(=O)Nc3ccc4c(c3)OCO4)c3ccccc3c2=O)cc1C	-2%
CCN1CCN(Cc2c(O)ccc3c(=O)c(Oc4ccccc4Cl)c(C(F)(F)F)oc23)CC1	3%
COc1ccccc1NC(=O)C(=O)NCC(c1ccc2c(c1)OCO2)N1CCOCC1 (stereo unspecified)	2%
CCCCCn1c(=O)[nH]c2cc(C(=O)NCCN(C)CCCC)ccc2c1=O	-2%

(continued)
SMILES	Tb PYK inh
Cc1ccc(N2CCN(S(=O)(=O)c3cc(Br)cc4c3N(C(=O)C3CC3)CC4)CC2C)cc1 (stereo unspecified)	-3%
Cc1ccc(/C=C/c2nc3ccccc3n2S(=O)(=O)c2ccc(Br)cc2)cc1	-22%
Cc1ccc(Cl)cc1N1CCN(C(=O)c2cn(C)c3ccc(S(=O)(=O)N4CCCC4)cc3c2=O)CC1	-2%
CN(C)S(=O)(=O)N(CC(=O)NCCSCc1cccc(Cl)c1)c1ccccc1	-3%
COc1ccccc1NC(=O)c1c(NC(=O)c2ccco2)sc2c1CCC(C(C)(C)C)C2 (stereo unspecified)	2%
CCCc1oc2ccc(NS(=O)(=O)c3ccc(OCC)cc3)cc2c1C(=O)OCC	-6%
CCCCN(C)CCCNC(=O)Cn1ncc2c3ccccc3n(Cc3cc(C)ccc3C)c2c1=O	0%
CC(C)c1ccc2occ(CC(=O)Nc3ccccc3Cl)c2c1	-10%
Cc1cccc(C(=O)Nc2ccc(NC(=O)c3cccc(C)c3)cc2)c1	-1%
CCOC(=O)C1(C)CCN1C(=O)c1cc(OC)ccc1Br (stereo unspecified)	0%
CCS(=O)(=O)Nc1ccc(-c2cn3c(C)csc3n2)cc1	-5%
COc1cccc(OCCCn2c(-c3ccc(Cl)cc3)nc3ccccc3c2=O)c1	1%
C[C@@H]1CN([C@@H](C)CO)C(=O)CCCn2nncc2CO[C@@H]1CN(C)C(=O)Nc1ccc(N2CCCCC2)cc1	1%
Cn1cccc1C(=O)N1CCC2(CCCN(Cc3nccs3)C2)CC1	1%
Cc1cc(S(=O)(=O)Nc2ccc(C(=O)NCCN3CCOCC3)cc2)ccc1F	-6%
Clc1cccc(-n2ncc3c(N4CCN(Cc5ccccc5)CC4)ncnc32)c1	-1%
CCc1ccc(NC(=O)c2ccc(F)c(S(=O)(=O)N3CCc4ccccc4C3)c2)cc1	0%
CC(C)CCNC(=O)C1CCN(c2nc3ccc(Cl)cc3[nH]2)CC1	5%[15.4 µM]
Cc1cc(C)n(CCc2nc3c4ccccc4nc(N4CCN(c5ccc(F)cc5)CC4)n3n2)n1	-19%
CC1(C(=O)NS(=O)(=O)c2ccc(F)cc2F)CCN1C(=O)C1(c2ccc(Cl)cc2)CCC1 (stereo unspecified)	-3%

A few values from the results shown.
For Tb PYK inh, O=C(NCC(c1cccnc1)N1CCc2ccccc2C1)C(=O)Nc1ccc(F)cc1F (stereo unspecified) is listed with 0%
For Tb PYK inh, CCOC(=O)C1(C)CCN1C(=O)c1cc(OC)ccc1Br (stereo unspecified) is listed with 0%
For Tb PYK inh, CCn1c(=O)c2cc(C(=O)NCCc3ccc(Cl)cc3)sc2c2ccccc21 is listed with 3%
For Tb PYK inh, CCOC(=O)c1c(S(=O)(=O)N2CCCC(C(=O)NCc3ccccc3OC)C2)c(C)n(C)c1C (stereo unspecified) is listed with 0%
For Tb PYK inh, CC(C)c1ccc2occ(CC(=O)Nc3ccccc3Cl)c2c1 is listed with -10%
For Tb PYK inh, CCS(=O)(=O)Nc1ccc(-c2cn3c(C)csc3n2)cc1 is listed with -5%

More compounds follow.
SMILES	Tb PYK inh
CCc1ccccc1NC(=O)COCc1cc(-c2ccco2)on1	2%[15.4 µM]
CCCCN(CC)C(=O)c1c[nH]c2ccc(S(=O)(=O)N(C)c3ccc(Cl)cc3)cc2c1=O	0%
CCOc1c(Br)cc(C2C=C(C(=O)O)Nc3ncnn32)cc1OC (stereo unspecified)	1%
CCn1c(SCC(=O)NC2CCCC2)nc2c(c1=O)SCC2	-4%
CCCC1NC(=O)c2cccnc2-n2c1nc1ccc(Cl)cc1c2=O (stereo unspecified)	-10%
CCOC(=O)c1ccc(NC(=O)c2cnc(N3CCCC3)nc2C)cc1	4%
CN1CCN(Cc2c(O)ccc3cc(-c4ccc(Cl)cc4)c(=O)oc23)CC1	5%
Cc1ccc(NC(=O)CN2CCCN(Cc3cc(C)ccc3C)S2(=O)=O)c(Cl)c1	4%[15.4 µM]
COCCNC(=O)c1nn(-c2ccc(Cl)cc2)nc1CO	2%
Cc1ccn2c(Nc3c(C)cccc3C)c(-c3ccc(Cl)s3)nc2c1	3%
CCc1nnc2c3ccccc3nc(N3CCN(c4cc(C)ccc4C)CC3)n12	3%
COc1ccc(C2NC(=O)N(C)C3=C2C(=O)N(c2ccc(Br)cc2)C3)cc1 (stereo unspecified)	0%
CC1CCN(S(=O)(=O)c2ccc3nc(N4CCN(c5ccccc5F)CC4)ccc3c2)CC1	3%
CC(C)CC1C(=O)N(Cc2cn(CCC3OCCCO3)nn2)CCS(=O)(=O)N1Cc1ccc(-c2ccc(Cl)cc2)cc1 (stereo unspecified)	3%
COc1ccc(S(=O)(=O)N(CC(=O)NCCSc2ccccc2)c2ccc(Cl)cc2)cc1	-1%
COc1ccccc1-c1cc(NC(=O)COc2ccc(C)c(C)c2)n(-c2ccccc2)n1	0%
O=S(=O)(c1ccccc1)N1CCC2(CC1)CN(c1ccccn1)C2	6%
COc1ccc(Br)cc1CNC(=O)C1CCCCN1S(=O)(=O)c1ccc(F)cc1 (stereo unspecified)	2%
CCOC(=O)c1ccc(-c2ccc(/C=C(\C#N)C(=O)Nc3cccc(C)c3)o2)cc1	5%
COCCC(=O)N1CCOCC1c1cc(C(=O)Nc2ccccc2)no1 (stereo unspecified)	0%

Quoted at random: 7 entries already listed
SMILES	Tb PYK inh
CN1CCN(Cc2c(O)ccc3cc(-c4ccc(Cl)cc4)c(=O)oc23)CC1	5%
COc1ccccc1-c1cc(NC(=O)COc2ccc(C)c(C)c2)n(-c2ccccc2)n1	0%
CC(C)CC1C(=O)N(Cc2cn(CCC3OCCCO3)nn2)CCS(=O)(=O)N1Cc1ccc(-c2ccc(Cl)cc2)cc1 (stereo unspecified)	3%
CCOC(=O)c1ccc(NC(=O)c2cnc(N3CCCC3)nc2C)cc1	4%
CCc1nnc2c3ccccc3nc(N3CCN(c4cc(C)ccc4C)CC3)n12	3%
CCCC1NC(=O)c2cccnc2-n2c1nc1ccc(Cl)cc1c2=O (stereo unspecified)	-10%
Cc1ccn2c(Nc3c(C)cccc3C)c(-c3ccc(Cl)s3)nc2c1	3%

The results go on.
SMILES	Tb PYK inh
CCN1C(=O)c2ccccc2Sc2ccc(NC(=O)Nc3ccc(C(C)=O)cc3)cc21	-7%
CCOc1ccc(CNC(=O)CSc2c3c(nc4ccc(Cl)cc24)CCCC3)cc1	2%
Nc1ccn([C@@H]2O[C@H](CNC(=O)[C@@H](N)CSCc3ccccc3)[C@@H](O)[C@H]2O)c(=O)n1	6%
Cc1cccc(N2CCN(C(=O)c3oc(=O)c4ccccc4c3-c3ccccc3)CC2)c1C	4%
CCOc1ccc(C2C(C(=O)Nc3ccc(Cl)cc3)=C(C)Nc3nc(C(F)(F)F)nn32)cc1 (stereo unspecified)	-4%
O=S(=O)(Nc1ccc(Cl)cc1)c1ccc(NS(=O)(=O)c2ccc3c(c2)OCCO3)cc1	-11%
O=C(COc1ccc2ccccc2c1)NC1CC(=O)N(c2cccc(F)c2)C1 (stereo unspecified)	2%
COc1ccc(N2CC(NC(=O)c3ccco3)CC2=O)cc1OC (stereo unspecified)	-6%
CCN1C(=O)c2ccccc2Sc2ccc(NC(=O)c3ccc(C)c(F)c3)cc21	-4%
CCOC(=O)[C@]12CCC=C1N(Cc1ccco1)C(=O)[C@H](CC(=O)NCc1ccc(OC)c(OC)c1)C2	-8%
COc1cccc(Nc2nc(C(N)c3ccccc3)cs2)n1 (stereo unspecified)	-16%
Cc1cccc(-c2nc(SCC(=O)Nc3ccc4c(c3)OCO4)c(-c3ccccc3)[nH]2)c1	-7%
